Assay outcomes as filed in PubChem BioAssay.
Large T inhibition = TAg ATPase/helicase activity blockers – biochemical (AID 1903) | SV40 large T antigen ATPase/helicase inhibition assay; higher % means a stronger effect | inhibition, % at 20 µM; hits with a dose series show IC50 in µM | 0.39% of 310,000 active; in the data active means a potency from the dose series; inconclusive means inhibition mostly from about 32% at the one dose, without a potency; inactive means the rest, 99 in 100 with inhibition below about 32%; further: strong numbers were not always called active
RSV antiviral HEp-2 = inhibition of RSV-induced cytopathic effect – HEp-2 cells, primary 10 µM value included (AID 2391); HEp-2 cells, RSV-induced CPE inhibition; higher % means a stronger effect; one-dose CPE inhibition, % at 10 µM; IC50 in µM for titrated hits; 0.13% of 310,000 active; in the data active means a potency from the dose series; inconclusive means CPE inhibition mostly from about 23% at the one dose, without a potency; inactive means the rest, 99 in 100 with CPE inhibition below about 21%; further: strong numbers were not always called active
NTR1 agonist = agonists of NTR1, primary screen, imaging, U2OS cells, beta-arrestin-GFP, high content (AID 493036); NTR1-U2OS beta-arrestin-GFP spot imaging, agonist mode; P30989; 0.17% of 330,000 active; activation, % at 20 µM;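 active means activation at or above 40% of the spot to cytoplasm intensity ratio, with at least 20 cells analyzed; inconclusive means wells under 20 cells, flagged as cytotoxic or low count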;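 further: 0% = DMSO without peptide and 100% = 100 nM NTR1 peptide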
Target sequence (P30989 whole entry, looked up): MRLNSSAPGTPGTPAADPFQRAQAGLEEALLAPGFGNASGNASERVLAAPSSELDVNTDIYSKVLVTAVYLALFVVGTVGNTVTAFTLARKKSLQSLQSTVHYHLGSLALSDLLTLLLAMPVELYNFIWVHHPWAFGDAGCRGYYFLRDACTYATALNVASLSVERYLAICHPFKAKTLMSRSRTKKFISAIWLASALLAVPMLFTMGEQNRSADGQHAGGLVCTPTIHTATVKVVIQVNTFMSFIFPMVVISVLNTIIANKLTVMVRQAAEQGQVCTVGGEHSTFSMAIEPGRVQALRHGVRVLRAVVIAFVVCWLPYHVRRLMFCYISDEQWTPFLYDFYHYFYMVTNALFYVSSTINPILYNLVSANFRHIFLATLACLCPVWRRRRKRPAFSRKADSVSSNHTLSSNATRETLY
Myeloid diff 2 = promotes myeloid progenitor differentiation; 1% of 360,000 active; ER-HoxA9 myeloid progenitors, lysozyme-GFP differentiation, flow cytometry; calls only at 10 µM;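 active means normalized GFP-positive differentiation at or above the plate's own cutoff, the solvent-only control mean plus 3 SD; inconclusive means no clear call, values can overlap the other calls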;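 further: cells exposed to compound for four days before flow analysis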
T cell HTS = T cell immune modulation candidate | 2C CD8+ T cell-vesicle binding, flow cytometry; stronger effect = lower value | calls only at 7 µM | 0.068% of 330,000 active;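 active means response, share of CD8 T cells binding vesicles, and their 90th percentile fluorescence all below set limits, cut at about 80% in these data, passing the limit was not always enough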
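System: murine 2C transgenic CD8+ T lymphocytes; also added: QL9-loaded Drosophila micro-vesicles; times: binding 1.5 h at 37 °C; measured by: flow cytometry, PE anti-B7-1 (FL2) versus Alexa647 anti-CD8 (FL8), PFA-fixed; control set: Peptide-free naked vesicles (low) and QL9 vesicles with 0.7% DMSO vehicle (high)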
TNAP activation fold = human TNAP enzyme activators, primary screen, biochemical, luminescent, no phosphate acceptor, uHTS (AID 1001). activation fold at 20 µM; hits with a dose series show EC50 in µM. purified TNAP, luminescent activation assay, no phosphate acceptor; higher activation fold means a stronger effect. 0.03% of 200,000 active; in the data active means activation fold from about 3, or a potency from the dose series; inactive means the rest, 99 in 100 with activation fold below about 1.6; further: many of its hits are not listed in these tables
Salmonella PhoP GFP = inhibitors of PhoP regulon expression, primary screen, Salmonella Typhimurium, GFP reporter (AID 1863) | one-dose inhibition, % at 50 µM; IC50 in µM for titrated hits | 0.16% of 300,000 active | S. Typhimurium PhoP-regulated promoter GFP reporter, 4 h; higher % means a stronger effect;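 active means inhibition over 29.93%, a cutoff 3 SD above the screen mean, later confirmed by dose response; inconclusive means inhibition over 29.93% but no dose response follow-up; inactive means inhibition at most 29.93% or unconfirmed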;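 further: 0% = low Mg2+ inducing control and 100% = high Mg2+ repressing control; strong numbers were not always called active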
Rac1 GTP hydrolysis = MgcRacGAP GTPase-activating activity inhibitors, confirmation, biochemical, ADP Hunter fluorescence; MgcRacGAP-stimulated Rac1 GTP hydrolysis, ADP Hunter fluorescence; higher % means a stronger effect; GST-tagged Rac1 F28L mutant substrate; inhibition, % at 30 µM, or IC50 in µM where a hit was titrated; 0.6% of 340,000 active; AID 624330;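 active means first-screen hits whose inhibition reached a set limit at any dose in the follow-up dose series; inconclusive means inhibition above the set first-screen limit but never retested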;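 further: fluorescence reports GDP produced by GAP-driven GTP hydrolysis; strong numbers were not always called active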
K1F lysis inhibition = inhibition of K1F phage lysis, E. coli UTI89, bacterial capsule biogenesis inhibitors, alamar blue (AID 488966). E. coli UTI89 K1F phage lysis, alamar blue, 2 h; higher % means a stronger effect. one-dose inhibition, % at 100 µM; IC50 in µM for titrated hits. 0.02% of 340,000 active;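 active means phage lysis inhibition, versus mean bacterial control, above a set limit; inconclusive means no clear call, values can overlap the other calls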;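 further: capsule biogenesis inhibitors block K1F phage lysis so surviving cells raise fluorescence; higher fluorescence means more inhibition of phage lysis; actives were called in the ten point dose series up to 300 µM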
T cell HTS vesicle-bound % = second read-out of T cell HTS, no call of its own (marks repeat the call); double positive events, %; measured here: CD8+ vesicle-bound cell fraction;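 binding gate set so that unloaded-vesicle control wells show 10% double positive cells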
NTR1 agonist cell count 20 µM = also measured in NTR1 agonist; calls as there; cell count; measured here: cell count, cytotoxicity flag
Myeloid diff 2 GFP+ MAC1+ % = further read-out of Myeloid diff 2, marked with its call; GFP+ MAC1+ double positive, %; measured here: differentiation confirmed by MAC1 staining
Numbers without * were called inactive; i = inactive; ? = inconclusive; · = no result given; [ ] = another dose, or the depositor's remark.

Compound,Large T inhibition,RSV antiviral HEp-2,NTR1 agonist,NTR1 agonist cell count 20 µM,Myeloid diff 2,Myeloid diff 2 GFP+ MAC1+ %,T cell HTS,T cell HTS vesicle-bound %,TNAP activation fold,Salmonella PhoP GFP,Rac1 GTP hydrolysis,K1F lysis inhibition
O=C(NCC1CCN(Cc2ccccc2F)CC1)C1CCCN(c2ncnc3c2nc2n3CCCCC2)C1 (stereo not given),-1.3%,1.0%,0.0,62,i,1.3,i,21.6,·,5.4%,6.5%,1.6%
COc1ccc(C(=O)NN2C(=O)C3CCC(C)(C2=O)C3(C)C)cc1 (stereo not given),-0.2%,1.1%,-1.3,69,i,7.3,i,43.4,1.1,-9.5%,-4.2%,5.5%
O=C(O)Cc1csc(NC(=O)CSc2cccc(C(=O)O)n2)n1,6.5%,1.7%,-0.3,50,i,0.4,i,55.2,·,-17.5%,·,·
O=C(NCc1ccccn1)c1coc(=O)c(Br)c1,27.8%,4.6%,-0.2,36,i,0.9,i,41.2,0.9,7.6%,15.1%,0.5%
COc1ccc(OC)c(Nc2nc(-c3sc(NC(=O)c4ccccc4)nc3C)cs2)c1,5.4%,2.7%,7.7,65,·,·,i,10.6,1.1,5.1%,·,·
Cc1cccc(N2CC(O)(c3cccs3)[N+]3=C2CCCC3)c1C (stereo not given),3.3%,-1.8%,-1.0,45,i,0.0,i,41.6,1,2.7%,7.8%,0.5%
COC(=O)Nc1ccc(S(=O)(=O)N2CCCC(C(=O)NC3CCCCC3)C2)cc1 (stereo not given),9.9%,0.3%,-0.3,69,i,0.5,i,47.2,1,-3.7%,6.8%,0.2%
Cc1ccc(C)c(S(=O)(=O)NCC(=O)N2CCCC2)c1,1.7%,0.5%,0.8,50,i,0.6,i,53.7,·,2.1%,14.5%,1.8%
O=C(CCN1C(=O)c2ccc([N+](=O)[O-])cc2C1=O)Nc1ccccc1C(=O)O,7.1%,0.0%,3.1,44,i,0.7,i,25.6,·,-13.5%,3.4%,-0.2%
CN(C)C(=O)CSc1nnc(-c2cnccn2)n1C,-61.7%,1.6%,5.1,79,i,1.5,i,39.6,1,-9.0%,8.7%,0.8%
CCOC(=O)N1CCN(Cc2nc(N)nc(Nc3ccc(C)cc3)n2)CC1,3.2%,-0.7%,-2.4,36,i,5.5,i,26.0,1.1,3.9%,8.0%,6.8%
Cc1cccc(NC(=O)CN2CCN(C(=O)c3oc4c(Cl)cccc4c3C)CC2)c1C,·,·,5.8,48,i,1.0,i,44.0,·,·,-0.3%,0.5%[50 µM]
C[C@@H](OC(=O)c1[nH]cnc1C(=O)N1CCN(C(=O)OC(C)(C)C)CC1)c1ccccc1,·,·,-0.4,53,i,1.6,i,41.0,·,·,10.3%,-1.1%
CCN(CC(=O)Nc1cccc(OC)c1)CC(=O)Nc1ccccc1C,17.8%,2.5%,1.1,102,·,·,i,47.7,·,-6.8%,5.6%,0.5%
O=C1c2ccccc2C(=O)N1/N=C/c1ccc(O)c(O)c1,?,0.1%,-1.3,37,i,1.0,i,48.0,0.6,-8.8%,44.5µM*,6.1%
COc1ccc(-n2ncc3c(=O)n(CC(=O)N4c5ccccc5CC4C)cnc32)cc1 (stereo not given),6.4%,17.7%,3.4,76,i,2.0,i,58.7,1,0.2%,0.9%,1.3%
Cc1ccc(C)c(NC(=O)COC(=O)c2ccc3c(c2)OCO3)c1,1.0%,0.0%,-2.3,76,i,0.0,i,63.2,1,0.7%,4.8%,0.4%
Cc1cccc(NC(=O)CN(C)S(=O)(=O)c2cccc3cccnc23)c1,3.1%,-0.2%,-1.8,59,i,3.3,i,48.1,1,-6.5%,5.1%,-1.4%
O=C(/C=C/c1ccc(Cl)c([N+](=O)[O-])c1)Nc1ccc(NC(=O)c2ccco2)cc1,3.1%,·,·,·,i,0.0,·,·,1.1,-17.8%,13.0%,0.3%
Fc1ccc(-c2cc(-c3cccs3)cc(-c3ccccc3)n2)cc1,13.8%,3.8%,1.2,46,i,0.8,i,35.4,·,-14.2%,-14.8%,-1.6%
O=c1cc(CSc2nnc(COc3ccc(Cl)cc3)o2)c2ccccc2[nH]1,6.9%,2.0%,15.5,85,i,1.6,i,19.9,1.1,-1.1%,5.1%,-0.2%
O=C(O)/C=C/c1ccc2ccccc2n1,8.6%,7.0%,1.8,67,i,4.8,i,28.7,1,-3.4%,3.8%,-0.9%[50 µM]
N#Cc1ccsc1NC(=O)c1cccc([N+](=O)[O-])c1,-3.1%,2.5%,1.8,54,i,0.1,i,41.9,1.1,2.1%,2.0%,0.5%
CCN(C(=O)Cn1nnc(-c2ccccc2)n1)C1CCS(=O)(=O)C1 (stereo not given),13.6%,-0.3%,-1.2,81,i,0.9,i,48.4,·,3.2%,5.5%,-0.3%[50 µM]
CCOc1ccc(S(=O)(=O)N2CCCC(C(=O)NCc3cccnc3)C2)cc1C (stereo not given),3.1%,16.8%,4.2,41,i,0.3,i,4.9,·,0.8%,4.6%,0.5%
Cc1ccc(NC(=S)N(CCCN2CCOCC2)Cc2cccnc2)cc1C,10.1%,-1.2%,0.2,65,i,0.3,i,43.3,1.1,1.9%,4.2%,0.4%
CN1CCN(C(=O)c2ccccc2N(Cc2ccccc2)S(C)(=O)=O)CC1,9.6%,1.3%,-0.1,47,i,1.2,i,48.3,1.1,2.0%,10.2%,-0.3%
C=CCOc1c(Br)cc(CNn2nnnc2N)cc1OCC,4.8%,2.8%,-0.4,69,i,0.2,i,45.9,1,3.8%,5.0%,0.5%
CSc1ccccc1NC(=O)CN(C)CC(=O)Nc1ccc(N2CCOCC2)cc1,15.7%,-1.2%,2.8,62,i,0.1,i,44.2,1,3.0%,10.0%,0.2%
Cc1cc2ncc(S(C)(=O)=O)c(N)n2n1,2.8%,1.3%,-0.7,66,i,0.4,i,29.2,1,4.5%,-1.4%,0.6%
O=C(CCc1c[nH]c2ccccc12)NCc1ccncc1,-1.7%,0.1%,0.1,45,i,0.3,i,28.7,·,8.0%,3.2%,0.5%
COC(=O)c1ccc(Cn2cc(/C=C\[N+](=O)[O-])c3ccccc32)o1,2.1%,2.9%,0.8,57,i,0.4,i,33.3,·,-1.9%,27.3%,-0.2%
CCN(CC)CCNC(=O)c1ccc2c(=O)n(CCc3ccccc3)c(=O)[nH]c2c1,4.9%,-1.0%,-1.2,90,i,0.7,i,55.5,1.1,6.7%,6.9%,0.0%
O=C(CC1SC(=Nc2ccccc2)N(Cc2ccccn2)C1=O)Nc1cccc(Cl)c1 (stereo not given),0.0%,16.5%,6.1,96,i,1.3,i,46.8,1,2.9%,-4.7%,-0.4%
CCCCN1C(=O)N(c2ccc(Cl)cc2)C(C)(O)CC1(C)C (stereo not given),7.8%,1.2%,-1.1,90,i,0.4,i,32.2,·,-0.1%,7.5%,0.0%[50 µM]
COc1cc(C2C3=C(CC(C)(C)CC3=O)N(C)C(=O)N2C)cc(OC)c1OC (stereo not given),9.9%,1.8%,-0.2,57,i,7.0,i,12.0,1.1,-3.2%,-3.5%,7.5%
O=C(Nc1ccc(Br)cc1Cl)c1cnccn1,8.7%,19.4%,1.4,62,i,0.9,i,9.9,1,-3.3%,0.5%,10.6%
Clc1ccc2nc(N3CCN(c4ccccc4)CC3)sc2c1,-6.7%,0.7%,0.4,74,i,2.4,i,52.0,1.1,2.9%,4.7%,0.8%
OCC1(CCOc2ccccc2)CCN(Cc2nc3ccc(F)cc3[nH]2)CC1,6.0%,2.0%,-0.8,52,i,0.5,i,53.8,1,1.3%,6.8%,-0.2%
CSc1ccc(CN(C)C(=O)c2cc(=O)[nH]c3ccccc23)cc1,14.3%,-0.1%,1.1,47,i,1.2,i,31.7,·,2.3%,5.2%,0.9%
O=C1Nc2c(c(=O)[nH]c(=O)n2-c2ccccc2)C(C(F)(F)F)(C(F)(F)F)N1,-3.7%,1.4%,1.5,56,i,5.5,i,12.5,1.1,0.8%,7.0%,4.9%
COc1cccc(CNC(=O)COC(=O)c2cc([N+](=O)[O-])ccc2N2CCCC2)c1,·,4.2%,-0.5,56,i,1.0,i,37.2,·,·,1.3%,0.4%[50 µM]
Cc1ccc(N2CC(C(=O)N3CCC4(CC3)CC(=O)c3ccccc3O4)CC2=O)cc1 (stereo not given),4.9%,0.7%,0.1,63,i,0.5,i,23.4,·,7.6%,-3.8%,0.4%[50 µM]
CC(C)(C)OC(=O)C[C@H]1C/C=C\C[C@H](CC(=O)N[C@@H](CO)Cc2ccccc2)C(=O)N[C@H](C(C)(C)C)COC1=O,·,·,-2.7,56,i,2.4,i,18.9,·,·,4.2%,-0.1%
CC(Nc1[nH]c(=O)n(C)c(=O)c1N=O)c1ccccc1 (stereo not given),11.1%,-0.7%,1.3,44,i,0.3,i,38.4,1,-7.6%,3.0%,-0.4%
Cn1c(SCC(=O)Nc2nccs2)nnc1C12CC3CC(CC(C3)C1)C2,4.2%,-1.8%,2.0,76,i,10.3,i,24.5,1,-8.3%,-1.5%,-0.8%
O=C(CCNS(=O)(=O)/C=C/c1ccccc1)NCCc1c[nH]c2ccccc12,2.3%,0.5%,-0.5,32,i,1.1,i,24.0,·,0.6%,3.5%,0.0%
Cc1c(C(=O)N2CCN(c3ccccn3)CC2)sc2ncnc(N3CCN(c4ccccc4)CC3)c12,·,?,-0.3,50,i,0.5,i,50.1,·,·,3.5%,0.3%
CCCCn1c(O)c(N=NC(=O)c2ccccc2NS(=O)(=O)c2cccs2)c2ccccc21,14.3%,5.7%,1.6,34,i,0.3,i,58.7,1,-11.2%,12.6%,2.4%
CC1CCCCC1NC(=O)COC(=O)c1cc(=O)[nH]c2ccccc12 (stereo not given),·,·,-1.2,65,i,0.6,i,21.8,·,·,4.6%,0.5%[50 µM]
Cc1cc(C)n(C(C[N+](=O)[O-])c2ccc(Cl)cc2)n1 (stereo not given),-5.7%,1.5%,21.2,47,?,·,i,44.1,1,16.6%,8.7%,-0.2%
Cc1ccc(CN2CCC(Oc3cccc(C(=O)N(C)CCN(C)C)c3)CC2)cc1C,1.3%,-1.1%,-1.4,83,i,0.3,i,54.9,·,4.5%,15.4%,1.2%
